Screening results (PubChem)
P. falciparum M17LAP = P. falciparum M17LAP inhibitors, primary screen, biochemical, fluorogenic H-Leu-NHMec substrate, 1536-well (AID 1619); recombinant M17LAP, H-Leu-NHMec fluorogenic kinetic assay; higher % means a stronger effect; one-dose inhibition, % at 30 µM; IC50 in µM for titrated hits; 0.38% of 220,000 active;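 active = compound inhibiting the enzyme by more than half at any dose during confirmatory dose-response retesting; inconclusive = strong single-dose inhibitors picked by rank but not retested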;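 note: plate controls were full reaction with DMSO carrier for no effect and no enzyme background for full effect; strong numbers were not always called active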
PMI inhibitors = MPI enzyme activity inhibition – biochemical, fluorescence intensity, coupled assay, primary screen (AID 1209); inhibition, % at 20 µM; hits with a dose series show IC50 in µM; purified PMI enzyme, coupled fluorescence intensity; higher % means a stronger effect; 0.42% of 190,000 active;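 note: plate controls were DMSO vehicle for no effect and wells lacking substrate for full effect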
TNAP activation fold = stimulation of alkaline phosphatase TNAP activity – biochemical, luminescent, no phosphate acceptor, uHTS, primary screen (AID 1001); 0.03% of 200,000 active; purified TNAP, luminescent activation assay, no phosphate acceptor; higher activation fold means a stronger effect; activation fold at 20 µM, or EC50 in µM where a hit was titrated; in the data active = activation fold from about 3, or a potency from the dose series; inactive = the rest, 99 in 100 with activation fold below about 1.6; note: many of its hits are not listed in these tables
T cell HTS = T cell immune modulators affecting CD8 T cell-vesicle binding; AID 2052; 2C CD8+ T cell-vesicle binding, flow cytometry; hits give low values; 0.068% of 330,000 active; calls only at 7 µM;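 active = response, share of CD8 T cells binding vesicles, and their 90th percentile fluorescence all below set limits, cut at about 80% in these data, passing the limit was not always enough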
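Assay system – 2C mouse CD8+ T cells · Also added – QL9-loaded Drosophila micro-vesicles · Timing – Cell–vesicle co-incubation 1.5 h at 37 °C, staining 20 min on ice · Signal – flow cytometry of vesicle-bound cells · Measure – percent CD8+ FL2 mean versus row control · Controls – Peptide-free naked vesicles (low) and QL9 vesicles with 0.7% DMSO vehicle (high)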
P. falciparum M1AAP = P. falciparum M1AAP inhibitors, biochemical, fluorogenic H-Leu-NHMec substrate, 1536-well (AID 1445); recombinant M1AAP, H-Leu-NHMec fluorogenic kinetic assay; higher % means a stronger effect; inhibition, % at 30 µM, or IC50 in µM where a hit was titrated; 0.42% of 220,000 active;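 active = primary inhibition above the hit cutoff, then over 50% inhibition at one or more dose response concentrations, cut at about 23% in these data, passing the limit was not always enough; inconclusive = conflicting primary data, or primary hits not chosen for dose response; inactive = low primary inhibition, or under 50% at every dose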;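 note: plate controls were DMSO full reaction for no effect and no enzyme background for full effect; strong numbers were not always called active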
PMI inhibition = MPI inhibition at elevated mannose 6-phosphate – biochemical, fluorescence intensity, high mannose 6-phosphate, primary screen (AID 1220). recombinant PMI enzyme, coupled fluorescence intensity; higher % means a stronger effect. inhibition, % at 20 µM; hits with a dose series show IC50 in µM. 0.66% of 190,000 active
RSV antiviral HEp-2 = RSV antiviral activity via CPE protection, HEp-2 cells, primary 10 µM value included (AID 2391). HEp-2 cells, RSV-induced CPE inhibition; higher % means a stronger effect. CPE inhibition, % at 10 µM; hits with a dose series show IC50 in µM. 0.13% of 310,000 active; in the data active = a potency from the dose series; inconclusive = CPE inhibition mostly from about 23% at the one dose, without a potency; inactive = the rest, 99 in 100 with CPE inhibition below about 21%; note: strong numbers were not always called active
West Nile antiviral = West Nile virus antiviral activity, cell-based, CPE readout (AID 1621) | West Nile virus-infected cells, CPE inhibition; higher % means a stronger effect | CPE inhibition, % at 10 µM; hits with a dose series show IC50 in µM | 0.02% of 290,000 active; in the data active = a potency from the dose series; inconclusive = CPE inhibition mostly from about 3.7% at the one dose, without a potency; inactive = the rest, 99 in 100 with CPE inhibition below about 2.2%; note: strong numbers were not always called active
K1F lysis inhibition = inhibition of K1F phage lysis, E. coli UTI89, bacterial capsule biogenesis inhibitors, alamar blue (AID 488966). E. coli UTI89 K1F phage lysis, alamar blue, 2 h; higher % means a stronger effect. 0.02% of 340,000 active. inhibition, % at 100 µM; hits with a dose series show IC50 in µM;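 active = phage lysis inhibition, versus mean bacterial control, above a set limit; inconclusive = no clear call, values can overlap the other calls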;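 note: capsule biogenesis inhibitors block K1F phage lysis so surviving cells raise fluorescence; higher fluorescence means more inhibition of phage lysis; actives were called in the ten point dose series up to 300 µM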
T cell HTS vesicle-bound % = recorded beside T cell HTS, whose call it bears; double positive events, %; measured here: CD8+ vesicle-bound cell fraction;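 binding gate set so that unloaded-vesicle control wells show 10% double positive cells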
Numbers without * were called inactive; i = inactive; ? = inconclusive; / = no result given; [ ] = dose if it differs, or a comment. Cut-off read from the data, not from the text of the source, unless noted: active = inhibition above about 50%; inactive = the rest. Outcome played no part in choosing rows; 1.5% or so of the library scored in one or more.

Start of the listing, in advance (two entries):
Order of results: P. falciparum M17LAP	PMI inhibitors	TNAP activation fold	T cell HTS	T cell HTS vesicle-bound %	P. falciparum M1AAP	PMI inhibition	RSV antiviral HEp-2	West Nile antiviral	K1F lysis inhibition
- O=C(Nc1nnc(Cc2ccccc2)s1)C1CCC1
→ /	/	/	i	10	/	/	-0.3%	-0.2%	0.2%
- Clc1ccc(CO/N=C2\CCCc3nonc32)c(Cl)c1
→ 13%	8%	1.1	i	36	-4%	14%	1.7%	-1.3%	0.7%[50 µM]

Results, from the first entry:
Order of results: P. falciparum M17LAP	PMI inhibitors	TNAP activation fold	T cell HTS	T cell HTS vesicle-bound %	P. falciparum M1AAP	PMI inhibition	RSV antiviral HEp-2	West Nile antiviral	K1F lysis inhibition
- O=C(Nc1nnc(Cc2ccccc2)s1)C1CCC1
→ /	/	/	i	10	/	/	-0.3%	-0.2%	0.2%
- Clc1ccc(CO/N=C2\CCCc3nonc32)c(Cl)c1
→ 13%	8%	1.1	i	36	-4%	14%	1.7%	-1.3%	0.7%[50 µM]
- Cc1ccc(-c2nc(CSCC(=O)N3CCCC3)c(C)o2)cc1
→ 3%	12%	1.1	i	23	1%	14%	20%	0.1%	0.2%
- Cc1cc(C)c(S(=O)(=O)NCC2CCC(C(=O)NCCCN3CCOCC3)CC2)c(C)c1 (stereo not drawn)
→ 11%	-5%	1.1	/	/	8%	-2%	/	-0.1%	0.6%
- CCC(CC)NCC(O)COc1ccc(Br)cc1 (stereo not drawn)
→ -3%	-9%	1	i	58	-2%	-5%	-1.1%	-1.1%	0.3%
- Cc1ccc(C(C)C)c(OCCCNCc2cccnc2)c1
→ 6%	-26%	1.1	i	66	9%	-9%	-2.1%	-0.8%	-0.2%
- CCOc1cc(NC(=O)c2ccco2)c(OCC)cc1NC(=O)COc1ccccc1
→ -1%	9%	1.1	i	38	-4%	26%	5.8%	0.5%	-0.1%
- Cc1ccc(S(=O)(=O)N2CCCC2C(=O)Oc2ccccc2)cc1 (stereo not drawn)
→ 1%	17%	1	i	40	4%	8%	1.0%	10%	0.3%
- Cc1ccc(Cn2c(=O)c3ccccc3n3nc(C)cc23)cc1
→ 0%	3%	1.1	i	44	3%	7%	0.8%	-0.6%	-0.4%
- O=C(O)CCC(=O)c1cccc2ccccc12
→ -8%	-6%	1.1	i	31	-1%	-1%	2.1%	-0.1%	0.2%
- Cc1[nH]c2ccccc2c1CC#N
→ /	/	/	i	23	/	/	1.7%	-0.1%	0.6%
- Clc1ccc(-c2csc(-c3ccncc3)n2)cc1
→ 1%	-3%	1.1	i	53	3%	9%	13%	0.1%	0.8%
- Cc1cc(=O)[nH]c(-n2ncc(C#N)c2N)n1
→ -7%	2%	1.1	i	18	-5%	11%	-0.1%	-0.4%	0.5%
- NC(=O)Cn1cnc2nc3n(c2c1=O)CCC3
→ 24%	11%	1.1	i	35	5%	14%	0.2%	-0.1%	3.2%
- CCOc1cc(/C=C2/SC(=S)N(CC3CCCO3)C2=O)ccc1O (stereo not drawn)
→ 5%	12%	0.7	i	15	6%	30%	0.2%	-0.6%	1.3%
- c1ccc(Oc2nc(-c3ccccn3)nc3ccccc23)cc1
→ 12%	/	/	i	50	1%	/	1.6%	1.5%	/
- CC1(C)Cc2c(sc(NC(=O)c3ccc(C(=O)c4ccccc4)cc3)c2C(N)=O)C(C)(C)N1
→ /	/	/	i	38	/	/	0.4%	?	-0.4%
- COc1ccc(CNC(=O)N2CCN(S(=O)(=O)c3ccccc3F)CC2)cc1
→ /	/	/	i	30	/	/	0.4%	-0.5%	0.1%
- Cc1cc(Nc2cc(C(=O)O)ccc2C)n2ncnc2n1
→ -2%	-5%	1.1	i	62	-1%	-3%	1.3%	0.3%	2.1%
- O=C1NC2(CCCCC2)C(=O)N1/N=C/c1ccc(O)cc1O
→ 25%	12%	1.1	i	38	10%	10%	1.2%	0.4%	3.9%
- COc1ccccc1NC(=O)CSc1nnnn1-c1ccccc1F
→ /	/	/	i	59	/	/	3.0%	-0.9%	-0.2%
- CCC(C)NC(=O)C1CCCN(C(=O)NC2CCCCC2)C1 (stereo not drawn)
→ -17%	7%	1.1	i	15	0%	1%	1.1%	-0.3%	0.1%
- c1ccc(-c2nnc(SCC3CCCCO3)nc2-c2ccccc2)cc1 (stereo not drawn)
→ -6%	-14%	1.1	i	30	7%	-14%	3.6%	-2.0%	1.7%
- O=C(COc1ccc2ccccc2c1)Nc1cccc(C(=O)Nc2ccccc2C(=O)O)c1
→ 8.7µM*	-1%	1.1	i	50	17%	4%	21%	0.5%	-1.1%
- COc1ccc(NC(=S)N(Cc2ccc(Cl)cc2)Cc2ccc(C(=O)O)cc2)cc1Cl
→ 21%	15%	1	i	46	2%	15%	17%	1.2%	7.6%
- Cc1ccc(S(=O)(=O)N2CC3CCCN3c3ccc(C(F)(F)F)cc32)cc1 (stereo not drawn)
→ -4%	8%	1.1	i	12	-1%	3%	3.3%	1.1%	0.5%
- N#Cc1ccc(NC(=O)c2sc3cc(C(F)(F)F)cnc3c2-c2cccs2)cc1
→ 7%	8%	1	i	40	6%	8%	2.3%	0.2%	1.9%[50 µM]
- Cn1c(COc2ccccc2)nnc1SCC(=O)NNC(=O)C1CCCCC1
→ -5%	-2%	1.7	i	25	3%	-10%	-0.6%	0.2%	-0.1%
- COCC(C)NC(=O)c1cc(S(=O)(=O)N2CCCCC2)ccc1N1CCOCC1 (stereo not drawn)
→ /	/	/	i	14	/	/	0.6%	0.3%	0.5%[50 µM]
- COc1ccc(/C=N\NC(=O)c2nn(C)cc2Cl)cc1CN1CCOCC1
→ 20%	-1%	1.1	i	8	6%	4%	3.0%	0.4%	2.0%
- O=C(CSc1c2c(nc3cc(Cl)ccc13)CCCC2)NCc1ccco1
→ 21%	1%	1	i	20	18%	-10%	5.0%	1.2%	-0.1%
- COC(=O)c1cc(OC)c(OC)cc1NC(=O)Nc1ccccc1OC
→ -2%	4%	1.1	i	37	4%	3%	2.8%	-0.1%	0.3%
- COc1ccc(-n2c(=S)[nH]c3cc(C(=O)N(C)Cc4ccccc4)ccc3c2=O)cc1
→ /	/	/	i	32	/	/	1.3%	-0.5%	0.4%
- COc1ccccc1OCCN1C(=O)S/C(=C\c2ccco2)C1=O
→ 24%	2%	1.1	i	29	13%	11%	1.5%	0.2%	0.3%
- Nn1cnn(Cc2ccccc2)c1=S
→ -8%	16%	1.1	i	42	0%	17%	0.0%	0.0%	1.3%
- COc1ccc(C(CCNCc2ccccc2F)c2ccc(F)cc2)cc1 (stereo not drawn)
→ -19%	11%	1.1	i	39	0%	8%	-0.3%	-1.7%	3.7%
- Cc1ccc(SCC(=O)Nc2ccc3c(c2)OCCO3)cc1
→ 5%	5%	1.1	i	2	11%	9%	1.9%	-0.1%	1.6%[50 µM]
- Cc1ccc(C(C)C)cc1S(=O)(=O)Nc1ccncc1
→ /	/	/	i	63	/	/	4.5%	0.0%	0.5%
- CN(C)S(=O)(=O)c1cccc(NC(=O)CNCC2CCCCC2)c1
→ 4%	6%	1	i	3	3%	10%	2.1%	-1.0%	0.8%
- COc1ccc(O)c(C(=O)c2cnc3c(c2)c(=O)[nH]c(=O)n3C)c1
→ 25%	6%	1.1	i	55	1%	-12%	3.3%	-0.3%	-0.2%
- Cc1cc(=O)[nH]c2ccc(Cl)cc12
→ 0%	-2%	1.1	i	12	2%	-12%	-1.8%	0.3%	4.5%
- CCn1nc(NC(=O)c2ccco2)c2cc3ccc(C)cc3nc21
→ 77%	-6%	1	i	16	15%	2%	3.4%	0.1%	0.1%
- C/C=N/NC(=O)CCNC(=O)c1ccccc1
→ 2%	8%	1.1	i	48	0%	-5%	0.9%	-0.2%	3.0%
- COc1ccc(-n2nc(C(=O)NCC(=O)N3CCN(C)CC3)c3ccccc3c2=O)cc1
→ /	/	/	i	58	/	/	0.6%	-0.2%	0.3%
- C/C=C/C(=O)OCC(=O)Nc1ccc(SC(F)F)cc1
→ -2%	-3%	1.1	i	23	-1%	-5%	2.8%	-0.7%	0.2%
- O=C(NCCN1CCN(c2ccccc2)CC1)c1ccc2c(c1)[nH]c(=S)n1c3ccccc3nc21
→ 12%	-17%	1	i	33	2%	-20%	-0.9%	-0.2%	0.6%
- CCNc1nc(SCc2ccccc2)nc(N2CCOCC2)n1
→ 4%	5%	1.1	i	30	1%	2%	11%	1.1%	0.0%
- COc1ccc(NS(=O)(=O)c2c(C)n(C)c(=O)n(C)c2=O)cc1OC
→ -4%	-8%	1	i	32	2%	3%	2.3%	/	0.4%
- O=C(c1ccco1)N1CCc2[nH]nc(-c3ccc(Cl)cc3)c2C1
→ /	/	/	i	12	/	/	13%	-0.5%	-0.1%
- CN(Cc1nc2ccccc2n1C)C(=O)c1ccco1
→ /	/	/	i	24	/	/	0.6%	-0.1%	-1.4%[50 µM]

Other records:
Order of results: P. falciparum M17LAP	PMI inhibitors	TNAP activation fold	T cell HTS	T cell HTS vesicle-bound %	P. falciparum M1AAP	PMI inhibition	RSV antiviral HEp-2	West Nile antiviral	K1F lysis inhibition
- CCOc1ccc(-c2cc(C(=O)N3CCN(c4ccccn4)CC3)c3ccccc3n2)cc1
→ -13%	8%	1.1	i	59	-4%	6%	1.1%	3.1%	-0.7%
- S=C(NCCCN1CCOCC1)Nc1ccc(-c2nc3ccccc3[nH]2)cc1
→ 4%	1%	1	i	57	14%	0%	-1.1%	0.4%	-0.3%
- CC(C)Oc1ccc(CCC(=O)NNC(=S)Nc2ccccc2)cc1
→ -6%	/	/	i	23	-12%	/	20%	-0.1%	-0.2%
- COc1ccc(CCNC(=O)CCOc2ccc(C(C)(C)C)cc2)cc1OC
→ /	/	/	i	31	/	/	21%	-0.5%	-0.3%[50 µM]
- C(=N\N1CCN(Cc2cccc3ccccc23)CC1)/c1cccs1
→ 6%	/	/	i	30	1%	/	5.3%	-0.1%	-1.7%
- COc1ccccc1C(=O)N1CCNC(=O)C1CC(=O)Nc1cccc(C)c1 (stereo not drawn)
→ -7%	0%	1.1	i	35	5%	-6%	0.0%	0.7%	0.0%
- NS(=O)(=O)c1ccc(NC(=S)N2CCN(c3cccc(Cl)c3)CC2)cc1
→ -6%	6%	1.2	i	5	3%	2%	10%	-0.1%	?
- COc1cc([N+](=O)[O-])ccc1NC(=S)N1CCOCC1
→ /	/	/	i	34	/	/	2.2%	-0.3%	0.7%
- CCOC(=O)c1ccc(CSc2nncn2N)o1
→ 5%	13%	1.1	i	65	8%	9%	1.6%	0.2%	0.6%
